FBW7 activator: activators of human E3 ligase FBW7. Q969H0. AlphaScreen FBW7–phospho-cyclin E peptide binding, activator screen. normalized activity (activation), % at 26.1 µM. 0.13% of 650,000 active. AID 1259310; in the data active = normalized activity above about 1.9%;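 also: purified mutant Fbw7 with reduced substrate affinity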
GPR151 ag: activates the human receptor GPR151; PathHunter beta-arrestin GPR151 cells, luminescence; 1% of 650,000 active; activation, % at 11.2 µM; in the data active = activation above about 4.9%;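 also: 0% = median of compound wells and 100% = cells with positive control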
Target sequence (Q8TDV0 whole entry, looked up): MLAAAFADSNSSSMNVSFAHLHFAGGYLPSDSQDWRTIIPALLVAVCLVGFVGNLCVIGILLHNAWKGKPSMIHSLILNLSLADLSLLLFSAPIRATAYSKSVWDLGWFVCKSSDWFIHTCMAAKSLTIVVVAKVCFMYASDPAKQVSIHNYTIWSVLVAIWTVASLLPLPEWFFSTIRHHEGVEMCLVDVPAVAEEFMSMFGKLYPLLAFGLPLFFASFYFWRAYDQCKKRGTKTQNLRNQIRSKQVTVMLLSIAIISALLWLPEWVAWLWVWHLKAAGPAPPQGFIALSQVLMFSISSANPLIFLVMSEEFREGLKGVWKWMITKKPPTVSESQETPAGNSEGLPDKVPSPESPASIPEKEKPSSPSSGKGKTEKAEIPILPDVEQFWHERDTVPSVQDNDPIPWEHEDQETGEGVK
TEAD-YAP inh: TEAD-YAP interaction inhibition; inhibition, % at 9.12 µM; HEK-TIYL cells, TEAD-Gal4/YAP UAS-luciferase luminescence; 1.4% of 640,000 active; AID 1259422; in the data active = inhibition above about 32%;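 also: 0% = median of test compound wells and 100% = reference inhibitor wells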
MITF primary: blocks human microphthalmia-associated transcription factor | O75030 | AlphaScreen MITF homodimerization, bead proximity signal | inhibition, % at 2.6 µM | 0.91% of 650,000 active; in the data active = inhibition above about 50%;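 also: 0% = vehicle wells with protein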
Target sequence (O75030 whole entry, looked up): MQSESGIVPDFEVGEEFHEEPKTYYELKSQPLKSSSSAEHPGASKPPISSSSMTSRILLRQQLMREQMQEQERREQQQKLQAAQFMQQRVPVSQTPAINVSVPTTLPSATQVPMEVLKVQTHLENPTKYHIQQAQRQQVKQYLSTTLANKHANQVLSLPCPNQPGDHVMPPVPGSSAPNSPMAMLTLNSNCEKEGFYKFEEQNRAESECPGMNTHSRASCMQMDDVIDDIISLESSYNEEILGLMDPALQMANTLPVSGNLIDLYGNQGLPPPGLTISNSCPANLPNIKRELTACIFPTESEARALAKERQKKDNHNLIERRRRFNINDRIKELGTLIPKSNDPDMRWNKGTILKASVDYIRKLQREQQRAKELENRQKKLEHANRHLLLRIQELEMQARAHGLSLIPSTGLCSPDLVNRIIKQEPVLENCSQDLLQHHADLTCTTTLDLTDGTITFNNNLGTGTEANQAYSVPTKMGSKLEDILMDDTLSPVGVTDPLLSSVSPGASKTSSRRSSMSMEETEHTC
An asterisk follows results filed as active; i = inactive.

SMILES	FBW7 activator	GPR151 ag	TEAD-YAP inh	MITF primary
C=CCn1c(=N)n(CC(O)C(C)(C)C)c2ccccc21 (stereo unspecified)	-0.1	-0.7	-11	-1
Nc1cccc(-c2ccc(C(=O)Nc3ccccc3)s2)c1	0.3	-3.5	-56	14
CCOc1ccc(C)cc1S(=O)(=O)N1CCC(C(N)=O)CC1	0.1	1.7	-7	2
COc1ccc(-c2nnc(NC(=O)CSc3nncn3C)s2)cc1	-0.1	0.5	-27	4
CCOc1ccc(NC(=O)c2c(NCc3ccc(C)o3)sc3c2CCCCC3)cc1	-0.1	-0.6	7	17
CN(C(=O)/C=C/c1ccc2c(c1)OCO2)c1ccccc1	-0.1	0.0	-11	-10
CN(C)CCN1C(=O)C(=O)/C(=C(\O)c2ccc(F)cc2)C1c1ccc(F)cc1 (stereo unspecified)	0.0	-0.5	-6	11
COc1ccc(C(=S)N2CCOCC2)cc1Br	0.0	0.6	1	12
N#CCCN1C(=O)c2ccccc2C1=O	-0.1	1.4	0	7
CC(C)(C)CC(C)(C)NC(=O)c1cc2n(n1)C(C(F)(F)F)CC(c1ccc3c(c1)OCO3)N2 (stereo unspecified)	-0.1	-0.2	-6	8
N#Cc1c(NC(=O)c2ccncc2)sc2c1CCC2	-0.1	-0.4	-11	18
Cc1ccc2c(CNCc3ccc(C)o3)c(C(=O)O)n(Cc3ccccc3)c2c1	-0.1	1.5	8	-1

Next part; the last 3 above are carried over.
SMILES	FBW7 activator	GPR151 ag	TEAD-YAP inh	MITF primary
CC(C)(C)CC(C)(C)NC(=O)c1cc2n(n1)C(C(F)(F)F)CC(c1ccc3c(c1)OCO3)N2 (stereo unspecified)	-0.1	-0.2	-6	8
N#Cc1c(NC(=O)c2ccncc2)sc2c1CCC2	-0.1	-0.4	-11	18
Cc1ccc2c(CNCc3ccc(C)o3)c(C(=O)O)n(Cc3ccccc3)c2c1	-0.1	1.5	8	-1
Cc1ccc(C2=C/C(=C/c3ccc(F)cc3)C(=O)O2)cc1	0.0	-0.7	4	-4
CCC(=O)Nc1nnc(-c2ccc(C(C)(C)C)cc2)s1	-0.1	1.0	-63	-22
O=C(NNC(=O)c1ccc([N+](=O)[O-])cc1[N+](=O)[O-])c1cccc(Cl)c1	-0.2	-0.9	-15	1
N#CC1=C2SCN(Cc3ccccc3)CN2C(=O)CC1c1ccc2c(c1)OCO2 (stereo unspecified)	-0.1	-0.7	-6	2
COc1ccc(C(=O)Nc2ccc(-c3nc4ccccc4o3)c(O)c2)cc1	0.0	0.1	0	9
COc1ccccc1C1CC(=O)NC(SC)=C1C#N (stereo unspecified)	-0.1	-1.6	5	2
Cn1ncc2c(N3CCOCC3)nc(Nc3ccc(F)cc3)nc21	0.0	0.9	-12	-4
S=C1NC(c2ccccc2)=NCN1c1ccccc1	0.0	-2.2	-43	-14
Cc1nc2sccn2c1CN1CCCC(CCC(=O)NCc2ccccc2F)C1 (stereo unspecified)	-0.1	-0.5	15	7
N#Cc1ccccc1Cn1c(=O)n(C2CCCC2)c(=O)c2ccccc21	0.1	0.1	-3	-6
N#CC1=C(N)N(c2ccccc2C(F)(F)F)C2=C(C(=O)CCC2)C1c1cccs1 (stereo unspecified)	0.0	0.1	-4	6
CC(Oc1ccc(-c2ccccc2)cc1)C(=O)Nc1nnc(C2CCCO2)s1 (stereo unspecified)	0.5	-3.4	11	1
O=C(Cc1cn(-c2ccc(Nc3ccc4ncccc4c3)nn2)c2ccccc12)NCCN1CCOCC1	0.3	0.8	-10	27
CCCCCC(=O)N(CN1C(=O)c2ccccc2C1=O)c1cccc(C(=O)O)c1	-0.1	0.0	-14	2
COc1cc(NC(=O)CSc2nnc(-c3ccco3)n2N)cc(OC)c1	0.1	-0.4	0	0
C/C(=C\c1ccccc1)C1C(C#N)=C(N)Oc2n[nH]c(C)c21 (stereo unspecified)	-0.2	-2.1	12	17
O=C(COc1ccccc1-c1ccccc1)NNC(=O)CN1CCCc2ccccc21	-0.1	1.7	10	-2
Cc1cc(N(C)C)c(C#N)c(=O)[nH]1	-0.2	-1.8	4	-12
CCOCCCn1c(SCc2ccc(Cl)cc2)nc2ccccc2c1=O	0.1	0.4	0	5
COc1ccccc1-n1c(/C=C/c2cc(OC)c(OC)c(OC)c2)nc2cc(Cl)ccc2c1=O	0.0	1.6	-8	-1
O=C(c1cnccn1)N1CCCC1c1nc2ccccc2[nH]1 (stereo unspecified)	-0.2	-0.5	11	16
CCOC(=O)C1=C(C)N=c2s/c(=C/c3ccc4c(c3)n(C)c(=O)n4C)c(=O)n2C1c1ccc(OC)cc1 (stereo unspecified)	-0.2	-0.7	4	0
Cc1ccccc1NC(=O)c1sc2nc3cc4c(cc3cc2c1N)OCCO4	0.2	0.3	2	3
Cc1ccc2oc(=O)c3cnn(CC(=O)N4CCCC(C)C4)c3c2c1 (stereo unspecified)	-0.1	-0.4	-4	-2
COc1ccc2nc(SCC(=O)Nc3cccn4cc(-c5ccccc5)nc34)[nH]c2c1	0.2	1.5	7	0
COC(=O)c1ccc(Cl)c(NC(=O)CN2C(=O)c3cccc4cccc2c34)c1	0.2	0.6	4	7
NS(=O)(=O)c1ccc(CCNC(=O)CSc2nc(-c3ccccc3)cs2)cc1	0.1	1.3	-6	10
C/C=C(\CS(=O)(=O)c1ccccc1)S(=O)(=O)c1ccccc1	0.2	-0.9	1	-1
COc1ccccc1Oc1ncnc2sc(C)c(C)c12	0.1	0.9	1	-1
COc1ccc(OC)c(-n2c(CNC(=O)c3cccs3)nnc2SCC(=O)N2CCc3ccccc32)c1	0.1	-0.9	3	-19
CCOC(=O)C1CCC(CN(Cc2ccccc2C)S(=O)(=O)c2ccc(F)c(C(=O)Nc3cccc(Cl)c3Cl)c2)CC1 (stereo unspecified)	-0.1	0.4	-4	7
CCNc1nc(SCCOc2ccc(C)cc2)nc(N(C)C)n1	0.1	-1.5	-2	12
COc1ccc(C2C3=C(CCC(C)(C)C3=O)OC3=C2C(=O)C(C)(C)CC3)cc1	0.2	-0.7	-4	-3
COc1ccc(C2=N/C(=C\c3ccc(Br)cc3)C(=O)O2)c(Br)c1	-0.1	1.0	5	1
O=C(c1cccc(-n2c(=S)[nH]c3cc(Cl)ccc3c2=O)c1)N1CCOCC1	1.0	-0.8	4	14
Cc1cc(NS(=O)(=O)c2cccc3nsnc23)ccc1N1C(=O)c2ccc(Cl)cc2C1=O	-0.2	-0.5	2	-7
O=C(CC1CCCC1)Nc1noc2ccccc12	-0.1	0.5	-34	5
CCc1ccc(N/C(=N/c2nc(C)cc(C)n2)NC(C)=O)cc1	-0.1	-0.9	-10	12
COc1ccc(CCNc2nc(Nc3cnccn3)nc3c2ncn3-c2ccccc2)cc1	0.3	0.8	-9	8
O=C(NCCc1ccccn1)C1CC12CCN(C(=O)c1c(F)cccc1Cl)CC2 (stereo unspecified)	-0.1	0.3	5	5
CCN(CC)NC(=S)Nc1ccccc1	-0.2	1.7	5	-8
CCc1ccc(C(=O)Nc2nccs2)cc1	0.0	-6.7	6	9
O=c1cc(-c2ccccc2)nc(NO)[nH]1	0.0	-1.3	14	3
O=C(Cn1c(=O)c2cccn2c2ccccc21)NC1CCCC1	0.1	-0.2	-12	-6
CN(C1CCS(=O)(=O)C1)S(=O)(=O)c1ccc(Cl)c(Cl)c1 (stereo unspecified)	-0.1	-0.3	-7	-3
CCCC(=O)Nc1ccccc1NC(=O)c1ccc(C)c(C)c1	0.0	-1.3	-5	1
C/C(=N/NC(=O)c1ccccn1)c1cccc([N+](=O)[O-])c1	-0.1	-3.3	-21	18
O=C(NNC1=C(C(=O)C(F)(F)F)CCC1)c1cccnc1	0.2	-1.1	-1	3
O=C(NC(=S)Nc1cccnc1Cl)c1ccc(F)cc1	0.1	-2.9	-47	-16
Cc1ccc(C)c(-c2csc(NC(=O)CN3C(=O)c4ccccc4C3=O)n2)c1	0.2	1.8	9	1
Cc1c(CNC2CCCCCC2)c(C(=O)O)c(C)n1Cc1cccc(Cl)c1	-0.2	-0.1	6	14
C=CCOC(=O)/C(=C\c1ccccc1)NC(=O)c1ccc(OC)cc1	-0.3	1.7	-39	2
Cc1cccc(-c2c3c(=O)n(C)c(=O)n(C)c3c3cnc4ccccc4n23)c1	0.2	0.8	-23	-17
COC(=O)CSC1=C(C#N)C(=O)NC(c2ccc(OC)c(OC)c2)S1 (stereo unspecified)	-0.1	0.0	8	1
COc1ccc(CNC(=O)c2sc3nc(-c4ccc(F)cc4)cn3c2C)cc1	0.0	1.5	-3	4
O=C(Nc1ccccc1C(=O)N1CCc2ccccc2C1)c1ccccc1	-0.1	-0.2	18	i
O=C(Nc1ccc(N2CCCS2(=O)=O)cc1)NC(c1ccccc1)c1ccccc1	0.4	2.0	11	1
COc1ccc(Nc2ccccc2)cc1	-0.1	-0.6	-22	20
O=C(O)CCCNC(=O)Cc1ccccc1Cl	0.4	-0.8	-3	-2
COc1ccc(S(=O)(=O)Nc2ccc(I)cc2C)cc1	0.0	0.7	16	9

Later entries.
SMILES	FBW7 activator	GPR151 ag	TEAD-YAP inh	MITF primary
CCc1ccccc1NC(=O)Cn1c(=O)oc2cc(S(=O)(=O)N3CCCC3)ccc21	-0.1	-0.2	11	0
CCc1ccc(C2CC(c3cccc(OC)c3)Nc3ncnn32)cc1 (stereo unspecified)	0.0	0.7	8	1
NC(=O)COC(=O)c1cc(S(=O)(=O)N2CCOCC2)ccc1O	-0.2	-0.3	5	9
O=C(Nc1ncccn1)c1ccc(Cl)c([N+](=O)[O-])c1	-0.2	0.0	-5	-6
CCCN(CC1CC1)C1CCC(=O)N(Cc2cccc(OC)c2)CC1 (stereo unspecified)	0.1	2.3	-21	-16
COc1cc(C)ccc1OCCSc1ncccn1	-0.1	1.5	-44	17
Cc1cccc(NC(=O)OC2CCCCC2)c1	0.1	-1.8	-41	6
CCN1CCN(C2=NS(=O)(=O)c3ccccc32)CC1	0.3	-0.4	0	8
COC(=O)C1(C)NC(c2ccco2)C2C(=O)N(c3ccccc3)C(=O)C21 (stereo unspecified)	0.1	2.0	-8	-6
COC(=O)c1cn[nH]c1NC(=S)Nc1ccc(C)cc1C	-0.1	-1.8	80*	5
COc1cc(S(=O)(=O)NC2CCCC2)ccc1Br	0.0	-0.2	1	9
COc1ccccc1CN1CCc2nnc(C3CCCO3)n2CC1 (stereo unspecified)	0.3	0.5	-4	-6

Single entries from the list.
Result of `O=C(Nc1ncccn1)c1ccc(Cl)c([N+](=O)[O-])c1` under FBW7 activator: -0.2
Result of `CCc1ccc(C2CC(c3cccc(OC)c3)Nc3ncnn32)cc1` (stereo unspecified) under MITF primary: 1
Result of `COc1cc(C)ccc1OCCSc1ncccn1` under FBW7 activator: -0.1
Result of `NC(=O)COC(=O)c1cc(S(=O)(=O)N2CCOCC2)ccc1O` under GPR151 ag: -0.3
Result of `CCc1ccccc1NC(=O)Cn1c(=O)oc2cc(S(=O)(=O)N3CCCC3)ccc21` under MITF primary: 0
Result of `COC(=O)c1cn[nH]c1NC(=S)Nc1ccc(C)cc1C` under FBW7 activator: -0.1

Compound profiles, as listed above. Values in the order: FBW7 activator	GPR151 ag	TEAD-YAP inh	MITF primary
Listed for CCN1CCN(C2=NS(=O)(=O)c3ccccc32)CC1 : 0.3	-0.4	0	8
Listed for CCCN(CC1CC1)C1CCC(=O)N(Cc2cccc(OC)c2)CC1 (stereo unspecified) : 0.1	2.3	-21	-16

(list continues)
SMILES	FBW7 activator	GPR151 ag	TEAD-YAP inh	MITF primary
C/C(=N\N=C(/C)c1ccc2c(c1)OCO2)c1ccc2c(c1)OCO2	0.0	-1.1	-7	1
COCCNC(=O)C1CCN(Cc2cccc(OCc3ccccc3)c2)CC1	0.0	-0.7	-3	41
COc1cccc(C2=N/C(=C\c3ccccc3OC)C(=O)N2c2cccc(F)c2)c1	-0.1	-0.3	0	-7
N#C/C(=C\c1c[nH]c2ccccc12)C(N)=S	0.3	1.2	6	0
CC(=O)c1ccc(NC(=O)c2ccc3c(c2)CC(c2ccccc2)OC3=O)cc1 (stereo unspecified)	0.1	0.6	7	4
Cc1cc(C)c(C#N)c(SCC(=O)Nc2ccc(S(N)(=O)=O)cc2)n1	0.6	1.9	-14	8
O=C(Nc1ccc(-c2nc3ccccc3[nH]2)cc1)c1ccc([N+](=O)[O-])o1	-0.1	-0.2	9	-5
Cc1ccc2oc(-c3ccc(N4CCC(C)CC4)c([N+](=O)[O-])c3)nc2c1	0.3	-1.8	93*	14
CCCc1nnc(SCc2ccc(OC)cc2)n1N	0.2	0.8	5	17
Cc1sc(NC(=O)CSc2n[nH]c(N)n2)c(C(N)=O)c1C	-0.1	-0.5	1	-4
O=C(N1CCCC1)N1CCCC(c2ncncc2-c2ccncc2)C1 (stereo unspecified)	0.1	1.0	3	-5
CC(C)Oc1ccc(S(=O)(=O)N2CCOCC2)cc1[N+](=O)[O-]	0.0	1.2	-3	8
O=C1CCCN1CCn1cnc2c(NC3CCN(Cc4ccccc4)CC3)nc(NCCN3CCOCC3)nc21	0.4	-1.0	4	9
Cc1ccc(S(=O)(=O)Nc2nc(C)c(NC(=O)OCCNC(=O)COc3ccc(Cl)cc3C)s2)cc1	0.1	-2.0	5	18
CCOC(=O)c1c(NC(=S)N2CCN(C)CC2)sc2c1CCN(C(=O)OCC)C2	-0.6	1.6	14	14
O=C(NCc1cnn(-c2ccccc2)n1)C1CC(CCc2ccccc2)=NO1 (stereo unspecified)	-0.4	3.1	-25	3
CC(O)/C(=N\Nc1ccc([N+](=O)[O-])cc1[N+](=O)[O-])C12CC3CC(CC(C3)C1)C2 (stereo unspecified)	-0.1	1.2	5	-5
C[C@H](NC(N)=O)C(=O)Nc1ccc2c(c1)OCO2	-0.1	2.8	6	-1
COc1ccccc1NC(=O)Nc1ccc2c(c1)CC(=O)N2C	-0.2	-2.2	-38	-9
